Bioassay records from PubChem BioAssay.
SKKanGAS inh – inhibitors of SKKanGAS S. pyogenes growth in kanamycin (SK-promoter or general growth effect); 300,000 compounds, 1.3% hits; BacTiter-Glo, 6 h; inhibition, % at 7.5 µM; AID 1662;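 active = mean replicate score, as percent of positive control median, at least 50; inconclusive = mean below 50 but one replicate at or above 50; inactive = mean and every replicate below 50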;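 note: strain carries kanamycin resistance gene driven by streptokinase promoter and grows in 40 µg/ml kanamycin; loss of luminescence reflects streptokinase promoter inhibition or plain growth inhibition; 0% = median of DMSO wells and 100% = positive control at its reference dose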
AI-2 QS modul – Vibrio harveyi AI-2 quorum sensing modulation; Vibrio harveyi JMH597 AI-2 luminescence/OD600 ratio, 9 h; hits give low values; strain lacks LuxN and CqsS sensors; 0 = neutral-control median; activity change, % at 7.5 µM; 300,000 compounds, 0.4% hits; AID 2094; in the data active = activity change below about -75%, passing the limit was not always enough; inconclusive = no clear call, values can overlap the other calls;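 note: luminescence divided by OD600 gain over 9 h not by final OD600 alone; inactives centre near 13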
Platelet DG rel – modulates dense granule release in human platelets; human platelet-rich plasma, SFLLRN dense granule ATP release, luminescence; inhibition, %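 (compounds screened at 7.5 µM in platelet-rich plasma)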; 300,000 compounds, 0.22% hits;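 active = mean replicate score, as percent of positive control, at or above 50; inconclusive = mean below 50 but at least one replicate at or above 50; inactive = mean and every replicate below 50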
HSP90 inh – inhibitors of HSP90 luciferase refolding in rabbit reticulocyte lysate; AID 1789; inhibition, % at 5.6 µM; luciferase refolding luminescence, 3 h; 290,000 compounds, 0.91% hits;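 active = inhibition above the screen-wide mean plus 3 SD, computed separately per campaign, cut at about 16% in these data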;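 note: 0% = DMSO wells and 100% = 60 µM geldanamycin wells; inhibitors lower the luminescence because luciferase stays unfolded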
HSF1 inhib – HSF1 inhibition; NIH3T3-HGL HSE-luciferase, MG132-induced, luminescence 8 h; hits give low values; activity change, negative = inhibition, % at 7.5 µM (by protocol); 300,000 compounds, 0.77% hits; AID 2098;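 active = more than half of replicate wells show activity change below -50%, luminescence cut by over half; inconclusive = some wells, but at most half, below -50%; inactive = no replicate well below -50%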;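 note: luciferase reports HSF-1 transcriptional activity via heat shock element; 0% = median of DMSO wells and -100% = zero luminescence signal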
HIF act – HIF pathway transcriptional activation; U2OS HRE-luciferase reporter, luminescence; normalized: DMSO 0%, desferrioxamine 100%; activation, % at 7.5 µM (by protocol); 300,000 compounds, 0.32% hits;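 active = mean activation of at least 10% of the iron chelator positive control signal, with at least half of replicates also reaching 10%; inconclusive = mean and replicate majority disagree about reaching 10%; inactive = mean and most replicates under 10%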
IEC-6 tox – counter-screen for KLF5 inhibitors: cytotoxicity in IEC-6 cells; IEC-6 cytotoxicity, luminescence viability; inhibition, % at 5 µM; 290,000 compounds, 0.78% hits; in the data active = inhibition above about 22%;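 note: 0% = plate median of test compound wells and 100% = cytotoxic reference compound wells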
HSF-1 act – increases HSF-1 driven luciferase reporter signal. NIH3T3-HGL HSF-1 luciferase reporter, MG132, 8 h; 100% = twice DMSO control signal. activation, % at 9 µM. 300,000 compounds, 1.7% hits;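 active = mean replicate activation of at least 50% with a set share of replicates each reaching 50%; inconclusive = only one of those two conditions met; inactive = mean below 50% and too few replicates reaching it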;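 note: 0% = median of the neutral control wells and 100% = twice that signal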
aSyn UTR inh – MLPCN primary screen, SNCA 5' untranslated region; AID 1813; 300,000 compounds, 0.82% hits; inhibition, % (tested at 7.5 µM); alpha-synuclein 5'UTR reporter, inhibitor activity; in the data active = inhibition above about 60%; inconclusive = no clear call, values can overlap the other calls;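 note: H4 neuroglioblastoma cells stably carrying SNCA 5'UTR luciferase fusion; 0% = DMSO wells and 100% = positive control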
KLF5 inh – kruppel-like factor 5 inhibition | DLD-1 KLF5 promoter-luciferase reporter, luminescence | inhibition, % at 5 µM | 290,000 compounds, 0.23% hits | AID 1700;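 active = inhibition above a per-plate limit of that plate's mean compound inhibition plus 3 SD, cut at about 60% in these data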;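 note: 0% = DMSO wells and 100% = LY294002 at 200 µM; higher means less KLF5 promoter-driven luciferase light; inactives centre near -14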
The depositor's hits bear a star; ? = inconclusive; . = no result given. Rows are unselected; about 6% have a hit in one of these screens.

mol	SKKanGAS inh	AI-2 QS modul	Platelet DG rel	HSP90 inh	HSF1 inhib	HIF act	IEC-6 tox	HSF-1 act	aSyn UTR inh	KLF5 inh
COc1ccc(OCc2cc(C(=O)NCC(C)(C)N3CCOCC3)no2)c(Cl)c1	35	12	-28	3	6	0.5	1	-1	-24	-21
CCOc1ccc(CN(C)C(=O)CNC(=O)c2cc(OC)c(OC)c(OC)c2)cc1	-4	14	10	2	-3	0.5	-2	-7	16	-12
Cc1ccc(C)n1-c1cc([N+](=O)[O-])ccc1-n1ccnc1	-2	18	7	4	-5	-0.2	0	-25	17	2
N#Cc1nc(-c2cccs2)oc1N1CCOCC1	3	15	-5	-2	-8	0.8	3	-27	3	-11
O=C(COC(=O)COc1ccc(Cl)cc1)Nc1ccc(F)c([N+](=O)[O-])c1	-7	21	-1	4	8	0.2	12	-22	-8	-33
N#CCSc1nc2c(cc1C#N)CCCC2	13	34	-3	-2	5	0.4	-2	2	4	-22
CCN1CCN(C(=O)C2CC(c3ccc(F)cc3)=NO2)CC1 (centres undefined)	-3	22	1	-1	-3	0.2	0	-5	12	-32
CCCCNC(=O)C1C2C=CC3(CN(Cc4ccc(C)cc4)C(=O)C13)O2 (centres undefined)	17	40	1	-1	-1	-0.5	-5	1	-13	-24
COc1ccc(NC(=S)NCc2ccc3c(c2)cc(C)n3C)cc1	7	4	-4	-1	6	-0.2	-7	31	11	-4
COc1ccc(S(=O)(=O)n2nc(OC(=O)c3cccs3)cc2N)cc1	6	35	8	3	-2	0.0	0	-3	-11	-45
Cc1c(N(C)S(=O)(=O)c2ccc(Cl)c(C(=O)N3CCC(C(N)=O)CC3)c2)c(=O)n(-c2ccccc2)n1C	-5	8	21	.	-2	0.0	.	-12	0	.
CC(c1ccccc1)C(CC(=O)O)C(=O)Nc1ccc(Cl)c(Cl)c1 (centres undefined)	-4	10	-4	1	2	-17	10	19	-1	2
CCN1CCN(CCNC(=O)CS(=O)(=O)Cc2nc(-c3ccc(C)cc3)oc2C)CC1	1	-1	-4	0	-2	0.1	2	8	11	-32
Cc1ccc(N(C(=O)NC2CCCCC2)C2=NCCCCC2)cc1	0	10	-5	2	2	0.5	1	25	-18	0
CN1CCCN(Cc2ccccc2C(F)(F)F)CC1	-3	12	3	2	-9	0.1	0	0	26	6
COCCCN1C(=O)C(=O)/C(=C(/O)c2ccc(S(=O)(=O)N3CCOCC3)cc2)C1c1ccc(OC)cc1 (centres undefined)	0	4	12	3	-8	0.0	4	-12	-4	-5
O=C(/C=C/c1c(Cl)cccc1Cl)NCc1ccccc1	-3	16	25	1	-8	0.4	2	-10	-39	6
O=C(OCc1cccc(F)c1)c1ccc2c(c1)-c1ccccc1C2=O	-15	-2	6	-1	35	1.8	0	48	-68	-1
COc1cccc(C2c3c(oc4ccccc4c3=O)C(=O)N2Cc2ccco2)c1 (centres undefined)	0	24	2	.	22	2.4	.	59*	-99	.
CCOC(=O)C1CCCN(c2cc(=O)n(C3CCCCC3)c(=O)[nH]2)C1 (centres undefined)	0	20	17	-1	-7	0.1	1	-6	0	-51
Cc1ccc(C(=O)OCC(=O)N2CCC(c3ccccc3)=N2)c(C)c1	6	2	-5	.	0	1.8	.	-13	-11	.
Cc1ccc2c(c1)C(=O)C(=O)N2CCCOc1ccccc1	-3	17	3	8	-1	1.1	4	13	-68	-13
O=C(Nc1ccc(Cn2ccnc2)cc1)c1cccc(C(F)(F)F)c1	-5	14	3	-3	6	-1.8	5	-16	-34	-32
CCOCc1c(C(=O)NC2=Nc3ccccc3NC(CC)=C2C(=O)OCC)oc2ccccc12	8	18	7	2	-33	-0.1	5	-39	18	-7
CCOc1cc(/C=N\Nc2nc(-c3ccc(C)cc3)c(NC(C)=O)s2)ccc1O	18	21	14	-2	-5	0.3	-7	-19	28	-19
O=C(NCc1ccc(Cl)cc1)C(=O)NCC(c1cccnc1)N1CCN(c2ccc(F)cc2)CC1 (centres undefined)	1	2	2	-1	-1	0.0	2	3	9	1
CCOC(=O)CSc1nc(-c2ccccc2)ns1	5	18	-2	-1	-4	0.2	-2	0	-16	-2
CS(=O)(=O)c1ccc2nc(NC(=O)CCN3C(=O)c4ccccc4C3=O)sc2c1	-6	3	-5	-4	2	-0.3	-3	-2	15	5
COc1ccc(CN(CCN2CCOCC2)C(=O)c2c(F)cccc2F)cc1OC	1	-3	33	-3	0	-0.2	-1	-3	-10	-8
C=CCc1cc(/C=C2/NC(=O)NC2=O)cc(OCC)c1O	-7	7	0	-9	-2	0.5	-2	-15	8	-6
CN(C)C(=O)c1ccc(NC(=O)c2cccc(S(=O)(=O)N3CCCc4ccccc43)c2)cc1	5	-1	30	.	-5	-0.5	.	-10	4	.
CCCn1c(Oc2ccccc2)nc2c1c(=O)n(C)c(=O)n2C	25	12	-1	-4	-11	0.0	-11	-11	-2	-63
COC(=O)N/N=C/c1ccc(Oc2ccccc2)cc1	-8	-85*	6	0	19	1.9	11	8	-69	-64
CC(=O)c1c(C)n([O-])c2cc(F)c(F)cc2[n+]1=O	?	-1	3	-2	-3	-6.0	6	10	-7	-20
COc1ccc(CCN2C(=NC(=O)C(C)C)SC3CS(=O)(=O)CC32)cc1OC (centres undefined)	42	13	3	6	-12	0.0	10	-6	24	9
N#Cc1c(-c2ccccc2)ccnc1Oc1ccccc1	3	21	9	-3	-18	1.4	7	-37	-75	-30
CCOCCCNC(=O)c1cc(C)nn1-c1ccccc1	-5	9	23	-6	-72*	0.2	2	-78	15	-17
CCOC(=O)c1ccc(Oc2ccc(C(F)(F)F)cn2)cc1	8	17	10	5	4	0.5	-4	1	-11	12
Cc1cc(=O)oc2cc(OCC(=O)N3CCN(c4ccc(F)cc4)CC3)c(Cl)cc12	5	9	-8	1	2	0.3	-6	-2	-10	-10
C[C@@H](C(=O)OCC(=O)NCCc1ccc(S(N)(=O)=O)cc1)N1C(=O)C2CCCCC2C1=O (some centres undefined)	-3	11	0	-3	-4	-0.1	4	9	3	-21
C/C(=N\NC(=O)c1nnn(-c2nonc2N)c1C)c1ccc(OCc2ccccc2)cc1	-1	12	-4	-1	20	1.6	1	39	-67	-42
CCOC(=O)C1CCN(S(=O)(=O)Cc2ccccc2)C1=O (centres undefined)	-2	12	-2	-2	-12	-0.4	-4	-11	11	5
CCC(NC(=O)c1cc(COc2ccc(C)nc2)on1)c1ccc(C)cc1 (centres undefined)	5	25	3	-2	0	0.0	-6	22	-13	-17
CCCN(CCC)C1Sc2ccc(C(=O)OC)cc2NC1=O (centres undefined)	-3	8	1	1	-2	0.5	-2	15	21	5
COCCN1C(=O)c2oc3ccccc3c(=O)c2C1c1ccc(C(=O)OC)cc1 (centres undefined)	3	13	11	-1	-9	-0.2	0	-3	-12	-41
Cc1cc(C)cc(NC(=S)N(CCN(C)C)Cc2cccs2)c1	-3	12	4	5	0	0.2	0	3	8	1
COc1cc(C(c2nnnn2C2CCCC2)N2CCN(C(=O)c3ccco3)CC2)cc(OC)c1OC (centres undefined)	3	13	-13	0	0	-0.3	5	-19	3	-5
O=[N+]([O-])c1ccc(NC2CCCC2)cc1	6	-83*	-4	20*	2	-0.2	4	-7	8	-49
Fc1ccc(-n2nnnc2-c2cnc(-c3cccs3)nc2C(F)(F)F)cc1	7	19	1	-1	10	-0.1	1	14	8	-2
Cc1ccc(CNc2nc(-c3cccnc3)nc3ccccc23)cc1	6	.	9	-2	14	-4.1	0	22	22	-28
COc1cc(C2NC(=O)NC(C)=C2C(=O)OC2CCC(C)CC2)ccc1O (centres undefined)	-1	48	-3	-2	10	-11	1	31	15	-18
CC(C)CCNC(=O)c1cc2c(=O)n3ccccc3nc2s1	-1	1	6	-4	8	-4.4	-2	0	-146	-62
CCN(CC)C(=O)Cn1cc(S(=O)(=O)CC(=O)NCc2ccccc2)c2ccccc21	-1	3	5	6	5	0.0	1	19	-6	7
CC(=O)OCc1c(C(F)(F)F)nn(C)c1Oc1ccccc1	0	8	-3	4	1	-0.1	0	-2	11	16
Cc1c(Cl)c(-c2n[nH]c(=S)n2Cc2ccco2)nn1C	22	-2	-3	-2	1	-55	-4	12	2	-16
O=C(Cn1nnc(-c2ccccc2)n1)N/N=C/c1ccc(-c2ccc(Cl)cc2)o1	-5	15	7	0	-23	-2.5	-5	-22	19	8

(further entries)
mol	SKKanGAS inh	AI-2 QS modul	Platelet DG rel	HSP90 inh	HSF1 inhib	HIF act	IEC-6 tox	HSF-1 act	aSyn UTR inh	KLF5 inh
CCN1CCN(c2nc(Nc3cccc(F)c3)nc(N)c2[N+](=O)[O-])CC1	-9	2	-22	1	8	1.8	-4	40	12	-22
N/C(=N\c1nc2c(c(=O)[nH]1)CCC2)Nc1cccc2ccccc12	-4	26	0	0	-1	0.1	-6	-7	-71	-28
O=S(=O)(Nc1cccnc1)c1ccc(Cl)cc1	5	15	-2	-8	-1	-0.5	2	15	-11	-16
O=C(NCCOc1ccccc1)C(=O)c1c[nH]c2ccccc12	-23	?	4	-2	11	0.3	-3	8	-42	-48
COc1cccc(NC(=S)N(CCCN2CCOCC2)C(C)c2cc3ccccc3o2)c1 (centres undefined)	-7	-1	4	-6	9	1.2	1	4	19	-2
CCOC(=O)C1CCCN(C(=O)Cn2sc3nc(C)cc(C)c3c2=O)C1 (centres undefined)	6	34	15	3	-6	-0.2	-6	-2	8	-20
O=C1CNCc2[nH]c3ccccc3c2N1c1ccccc1	2	4	-6	-5	-7	0.9	-6	-16	-15	-15
CCCCOC1(c2ccccc2)OC(=O)c2ccccc21 (centres undefined)	3	21	-4	-2	6	-0.3	-4	19	-21	-8
COc1ccc(-c2c(C)oc3cc(O)cc(O)c3c2=O)cc1OC	16	19	-3	1	4	-0.3	-6	11	17	-1
Cc1ccc(-c2csc(/C(C#N)=C/Nc3ccccc3SC(F)(F)F)n2)cc1	-6	17	-1	-3	-5	-0.2	-1	0	10	15
O=C(NC1CCSC1=O)c1ccc(Oc2ccc(F)cc2)nc1 (centres undefined)	-3	18	-9	-3	-6	0.1	-5	-16	-4	-14
O=C(CSc1nnc(-c2ccncc2)n1Cc1ccco1)Nc1ccccc1Cl	-9	4	-4	0	2	-0.3	0	-7	30	-11
Cc1ccc(-n2c(=S)sc3c(=O)n(-c4ccccc4C)c(SCC(=O)O)nc32)cc1C	8	21	0	-9	-2	-1.9	3	0	11	-24
CC(=O)Nc1cccc(C(=O)NC2CCCc3c2cnn3-c2ccc(C(C)(C)C)cc2)c1 (centres undefined)	8	15	-19	2	3	-0.4	-3	13	-18	-9
COc1ccc(Cl)cc1NC(=S)NCc1cccs1	12	-6	1	-5	9	0.0	1	-4	0	-21
